K1F lysis inhibition: inhibition of K1F phage lysis, E. coli UTI89, bacterial capsule biogenesis inhibitors, alamar blue (AID 488966). E. coli UTI89 K1F phage lysis, alamar blue, 2 h; higher % means a stronger effect. inhibition, % at 100 µM; hits with a dose series show IC50 in µM. 0.02% of 340,000 active;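 active = phage lysis inhibition, versus mean bacterial control, above a set limit; inconclusive = no clear call, values can overlap the other calls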;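 also: capsule biogenesis inhibitors block K1F phage lysis so surviving cells raise fluorescence; higher fluorescence means more inhibition of phage lysis; actives were called in the ten point dose series up to 300 µM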
TNAP activators: human TNAP enzyme activators, primary screen, biochemical, luminescent, no phosphate acceptor, uHTS (AID 1001). one-dose activation fold at 20 µM; EC50 in µM for titrated hits. purified TNAP, luminescent activation assay, no phosphate acceptor; higher activation fold means a stronger effect. 0.03% of 200,000 active; in the data active = activation fold from about 3, or a potency from the dose series; inactive = the rest, 99 in 100 with activation fold below about 1.6; also: many of its hits are not listed in these tables
WT yeast gro inh: growth inhibition of WT strain, primary screen, mitochondrial fusion inhibitor project, WT and mutant strains, chemical genetic. mitochondrial fusion phenotypic screen. inhibition, % at 10 µM. 2.1% of 190,000 active; in the data active = inhibition above about 58%; tested in S. cerevisiae
PMI inhibition: human PMI inhibitors, high substrate, primary screen, biochemical, fluorescence intensity, high mannose 6-phosphate (AID 1220). Mannose-6-phosphate isomerase (Homo sapiens). recombinant PMI enzyme, coupled fluorescence intensity; higher % means a stronger effect. one-dose inhibition, % at 20 µM; IC50 in µM for titrated hits. 0.66% of 190,000 active
Myeloid diff 2: induction of myeloid progenitor differentiation, primary screen, cell-based, flow cytometry, MLPCN library | ER-HoxA9 myeloid progenitors, lysozyme-GFP differentiation | calls only at 10 µM | 1% of 360,000 active;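 active = normalized GFP-positive differentiation at or above the plate's own cutoff, the solvent-only control mean plus 3 SD; inconclusive = no clear call, values can overlap the other calls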;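 also: cells exposed to compound for four days before flow analysis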
human PMI inhibition: inhibitors of human PMI, primary screen, biochemical, fluorescence intensity, coupled assay (AID 1209). Mannose-6-phosphate isomerase (Homo sapiens). purified PMI enzyme, coupled fluorescence intensity; higher % means a stronger effect. one-dose inhibition, % at 20 µM; IC50 in µM for titrated hits. 0.42% of 190,000 active;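 also: plate controls were DMSO vehicle for no effect and wells lacking substrate for full effect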
Hep lipid drop: inhibitors of hepatocyte lipid droplet formation, primary screen, imaging, high-throughput imaging, BODIPY stain; AML12 mouse hepatocytes, oleate lipid droplets; inhibition, % at 6.5 µM; 0.4% of 240,000 active;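 active = lipid droplet intensity inhibited by at least 50%, with more than 500 cells counted; inconclusive = wells with under 300 cells, treated as cytotoxic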
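System: AML12 hepatocytes (mouse). Probe or stimulus: oleic acid at 100 µM to induce lipid droplet formation. Times: overnight treatment with compound plus oleate. Detection: Image-based BODIPY and DAPI two-channel analysis. Evaluation: percent inhibition of filter-corrected integrated lipid droplet intensity per well.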
CSM14.1 death rescue: rescue of cells from ER stress-induced death, primary screen, 384-well, CSM14.1, thapsigargin, ATP luminescence (AID 1222). one-dose cellular ATP content (survival), % at 20 µM; EC50 in µM for titrated hits. 190,000 tested, under 10 active. CSM14.1 thapsigargin-induced death rescue, ATP luminescence; higher % means a stronger effect;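 active = EC50 below 50 µM in the dose-response confirmation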;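 also: death triggered by thapsigargin at about 15 µM added after 2 h compound pretreatment; cell ATP read after overnight thapsigargin exposure of roughly 18 to 22 hours; normalized against plate controls of thapsigargin alone and 5% DMSO vehicle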
P. falciparum M1AAP: P. falciparum M1AAP inhibitors, biochemical, fluorogenic H-Leu-NHMec substrate, 1536-well (AID 1445) | inhibition, % at 30 µM, or IC50 in µM where a hit was titrated | 0.42% of 220,000 active | recombinant M1AAP, H-Leu-NHMec fluorogenic kinetic assay; higher % means a stronger effect;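 active = primary inhibition above the hit cutoff, then over 50% inhibition at one or more dose response concentrations, cut at about 23% in these data, passing the limit was not always enough; inconclusive = conflicting primary data, or primary hits not chosen for dose response; inactive = low primary inhibition, or under 50% at every dose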;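 also: plate controls were DMSO full reaction for no effect and no enzyme background for full effect; strong numbers were not always called active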
WT yeast gro inh mutant strain: further read-out of WT yeast gro inh, marked with its call; inhibition, %; mitochondrial fusion phenotypic screen, mutant strain inhibition
Hep lipid drop cells 6.5 µM: second read-out of Hep lipid drop, no call of its own (marks repeat the call); cell count; measured here: cell count, cytotoxicity flag;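 cells counted across two imaged fields per well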
Myeloid diff 2 GFP+ MAC1+ %: further read-out of Myeloid diff 2, marked with its call; GFP+ MAC1+ double positive, %; measured here: differentiation confirmed by MAC1 staining
Active calls of the source: *; i = inactive; u = inconclusive; x = not tested or not shown; + = active, no number; [ ] = dose if it differs, or a comment. Rule as the data show it, unless noted: active = inhibition above about 50%; inactive = the rest.

SMILES	K1F lysis inhibition	TNAP activators	WT yeast gro inh	WT yeast gro inh mutant strain	PMI inhibition	Myeloid diff 2	Myeloid diff 2 GFP+ MAC1+ %	human PMI inhibition	Hep lipid drop	Hep lipid drop cells 6.5 µM	CSM14.1 death rescue	P. falciparum M1AAP
CC(C)(C)c1[nH]nc2c1C(C1C=CCCC1)C(C#N)=C(N)O2 (stereo unspecified)	-0.3%	0.7	6.7	0.5	-1.6%	i	1.0	3.8%	23.8	744	-0.4%	2.5%
COc1ccc(C(=O)O/N=C(\C)c2cnccn2)cc1	0.5%	1.1	-7.7	7.2	7.4%	i	0.7	5.3%	4.6	635	-1.8%	-1.7%
C(=C/c1ccnc2nc(SC/C=C/c3ccccc3)nn12)/c1ccccc1	-0.2%	1	-4.0	-8.6	6.8%	i	2.0	6.6%	x	x	0.1%	-3.9%
C=CCn1c(Oc2ccccc2)nc2c1c(=O)n(C)c(=O)n2C	0.0%	1	-9.5	-6.0	-9.0%	i	0.5	-2.8%	14.0	740	2.8%	1.8%
Cc1c(C(=O)NC(=S)NCc2cccnc2)oc2ccccc12	0.0%	1	22.8	24.6	x	i	1.5	x	40.7	733	2.5%	0.4%
CCc1nnc(NC(=O)c2ccc(S(=O)(=O)N(CC)Cc3ccccc3)cc2)o1	4.2%	1.1	62.7*	53.5*	1.4%	i	0.8	-1.6%	x	x	-1.5%	-15.9%
C(=C\c1ccco1)/C1=NN(c2ccccc2)C(c2ccco2)C1 (stereo unspecified)	-1.3%	1.1	21.7	11.7	-121.4%	+	3.3*	-55.6%	14.9	630	-1.0%	11.9%
Cc1ccc(S(=O)(=O)c2c(C)cc(C)nc2Oc2cccc(C(F)(F)F)c2)cc1	0.8%	1	-10.0	10.7	14.0%	i	1.8	21.8%	x	x	-0.1%	2.3%
CNc1nccc(-c2ccc(Cl)cc2)c1C#N	0.1%	1.1	-8.0	1.7	-7.7%	i	0.4	-2.0%	-9.1	698	x	6.5%
C=CCC(CC=C)(NC(=O)c1ccccc1)c1ccccc1	0.7%	1.1	10.4	-5.6	-5.0%	i	0.9	2.2%	x	x	-1.3%	6.8%
CCOC(=O)C1=C(C)N(c2ccccc2)C(=O)/C1=C\c1ccco1	0.5%[50 µM]	1	-6.2	-14.2	2.2%	i	0.3	-7.1%	19.1	614	-3.4%	3.5%
COCCOC(=O)C1=C(C)N(c2ccccc2)C(=S)NC1c1ccccc1C(F)(F)F (stereo unspecified)	-2.0%	1.1	0.4	-19.8	9.8%	i	0.0	10.1%	-6.3	717	-0.3%	-0.1%
CCOC(=O)Cc1nnc(NC(=O)CSc2ccc(Cl)cc2)s1	-0.6%	1.1	-2.4	2.0	7.3%	i	1.1	-0.4%	x	x	1.5%	-0.2%
Cc1ccc(N(C(=O)CCC(=O)Nc2nccs2)C(C(=O)NC(C)(C)C)c2ccc(O)cc2)cc1 (stereo unspecified)	-0.1%	1	-0.1	-8.3	-0.1%	i	0.5	2.9%	13.5	717	0.9%	4.5%
COc1ccc(/C=C2\CCn3c2nc2cc(C(=O)O)ccc2c3=O)cc1O	2.0%[50 µM]	1.2	-7.2	29.8	0.9%	i	0.3	1.0%	-3.2	709	-2.5%	15.1%
COc1ccc(C2/C=C\CN(S(=O)(=O)c3cccs3)CC(=O)N2Cc2ccc(F)cc2)cc1 (stereo unspecified)	0.4%	x	x	x	x	i	1.0	x	-6.1	770	x	-2.8%
c1ccc(-c2nc3cc4ccccc4cc3[nH]2)nc1	0.1%	1.2	40.6	53.7	16.9%	i	0.8	10.3%	30.6	705	-6.4%	5.0%
c1csc(Cn2c(-c3cccs3)nc3ccccc32)c1	-0.5%	1.1	x	x	2.4%	i	0.9	6.8%	x	x	-1.0%	15.2%
Cc1onc(-c2ccccc2)c1C(=O)NC(C)C1CCCO1 (stereo unspecified)	-0.7%	1	-0.5	-17.6	3.1%	i	4.7	9.6%	-6.1	724	-1.7%	-1.8%
C=CCN1C(=O)CN=C1Nc1cc(C)cc(C)c1	-1.0%	1.2	2.4	-10.0	-12.6%	i	0.2	-13.3%	x	x	0.4%	2.8%
COc1cccc(-c2csc3nnc(SCC(=O)c4ccc(NC(C)=O)cc4)n23)c1	6.5%	1.1	2.9	2.1	7.3%	i	5.3	5.8%	5.4	756	7.3%	0.0%
CCOC(=O)Nc1nc(-c2ccc(F)cc2F)cs1	2.5%	1	6.6	4.5	16.3%	i	1.1	12.8%	10.0	723	-0.8%	-1.2%
COc1ccccc1NC(=O)Nc1ccc(N2CCOCC2)cc1	-0.1%	1.1	1.5	-2.1	17.7%	i	0.2	-4.1%	3.3	655	-9.3%	4.0%
O=C(CCc1nnc(CCCc2ccccc2)o1)NCCc1ccccc1	0.1%	1.1	11.5	8.9	-1.7%	i	0.4	-1.6%	-12.8	728	-0.5%	-1.0%
Cc1ccc(N(C)C(=O)n2cnc3ccccc32)cc1	-0.4%	1	-6.8	-3.1	1.4%	i	0.8	-6.4%	-2.5	626	-0.9%	-1.4%

3 compounds from above, ordered by the number in TNAP activators, low to high:
Structure	TNAP activators
Cc1c(C(=O)NC(=S)NCc2cccnc2)oc2ccccc12	1
CNc1nccc(-c2ccc(Cl)cc2)c1C#N	1.1
COc1ccc(/C=C2\CCn3c2nc2cc(C(=O)O)ccc2c3=O)cc1O	1.2

Following part
SMILES	K1F lysis inhibition	TNAP activators	WT yeast gro inh	WT yeast gro inh mutant strain	PMI inhibition	Myeloid diff 2	Myeloid diff 2 GFP+ MAC1+ %	human PMI inhibition	Hep lipid drop	Hep lipid drop cells 6.5 µM	CSM14.1 death rescue	P. falciparum M1AAP
O=C(CCn1nnc2ccccc21)N1CCN(c2ccccc2)CC1	2.5%	1.1	-3.9	-5.7	2.4%	i	0.9	-0.7%	x	x	2.7%	-2.1%
Cc1cccc(NC(=S)N/N=C2/CCCCc3ccccc32)c1	12.2%	1.1	63.2*	51.9*	-2.2%	i	0.5	9.4%	25.3	675	-3.5%	-14.7%
CCn1c(SCc2nc3sc(C(=O)O)c(C)c3c(=O)[nH]2)nnc1-c1ccc(Cl)cc1	0.3%	1.1	8.9	7.2	-1.0%	x	x	-11.1%	-1.1	670	1.8%	9.1%
COc1ccc(NC(=O)CSc2nc3ccccc3c(=O)n2CCNC(C)=O)c(OC)c1	0.3%	1.1	-24.0	0.2	-0.8%	i	0.8	1.3%	x	x	-1.6%	4.0%
O=C(Nc1cc(=O)[nH]c2ncnn12)c1ccc(Cl)cc1Cl	1.1%	1.1	-6.9	-4.0	-10.3%	i	2.0	-4.4%	x	x	-0.1%	12.4%
Oc1ccc(NC(=S)Nc2ccc(O)cc2)cc1	-0.1%	1.1	1.2	-2.6	66.7%*	i	1.1	37.4%	9.7	749	3.1%	x
CC(C)c1ccc(/C=N/NC(=O)c2nnn(-c3nonc3N)c2CSC2=NCCS2)cc1	2.2%[50 µM]	0.9	45.9	-1.7	12.5%	i	0.3	2.3%	-17.4	657	-0.4%	4.0%
CCCC(=O)c1ccc(N2CCN(C(=O)c3ccc(Br)cc3)CC2)c(F)c1	0.5%	1.1	2.1	-27.1	-2.3%	i	0.9	-2.9%	x	x	1.3%	-5.2%
Cc1cccc(OCc2nnc(SCc3nc4cc(C(F)(F)F)ccc4c(=O)[nH]3)o2)c1	-0.1%	1.1	18.4	-1.1	-6.8%	i	0.5	-12.9%	x	x	1.9%	5.5%
Cc1ccccc1OCCN1C(=O)C(=O)c2cccc(C)c21	-2.3%[50 µM]	1.1	-10.3	7.1	5.3%	u	x	13.2%	6.8	626	-2.7%	14.2%
CCOC(=O)C1CCCN(C(=O)c2ccc([N+](=O)[O-])c(C)c2)C1 (stereo unspecified)	5.8%	1	-8.9	15.9	-4.9%	i	0.2	-8.6%	19.0	714	-0.3%	-0.3%
Clc1ccc(-n2nnc(-c3nccs3)n2)cc1Cl	-0.7%	1.1	20.6	11.1	-91.1%	i	1.9	-7.0%	-2.2	721	-3.1%	0.7%
CSCC(=O)Nc1nc(-c2ccc3c(c2)OCCO3)cs1	-0.2%	1.1	8.8	18.8	1.9%	i	0.3	-3.3%	-10.1	762	-1.7%	6.5%
Cc1nc(CC(=O)N2CCN(S(=O)(=O)c3ccccc3C#N)CC2)cs1	0.1%	1.2	-0.2	-6.3	17.6%	i	0.7	2.6%	x	x	-0.8%	7.8%
CN(Cc1ccccc1)c1nc(CN2CCOCC2)nc2scc(-c3ccccc3)c12	12.1%	1.1	69.3*	36.7*	13.4%	i	0.0	14.3%	-5.6	689	0.2%	10.3%

5 records drawn at random from the list so far:
SMILES	K1F lysis inhibition	TNAP activators	WT yeast gro inh	WT yeast gro inh mutant strain	PMI inhibition	Myeloid diff 2	Myeloid diff 2 GFP+ MAC1+ %	human PMI inhibition	Hep lipid drop	Hep lipid drop cells 6.5 µM	CSM14.1 death rescue	P. falciparum M1AAP
CC(C)c1ccc(/C=N/NC(=O)c2nnn(-c3nonc3N)c2CSC2=NCCS2)cc1	2.2%[50 µM]	0.9	45.9	-1.7	12.5%	i	0.3	2.3%	-17.4	657	-0.4%	4.0%
COc1ccc(NC(=O)CSc2nc3ccccc3c(=O)n2CCNC(C)=O)c(OC)c1	0.3%	1.1	-24.0	0.2	-0.8%	i	0.8	1.3%	x	x	-1.6%	4.0%
CCOC(=O)C1CCCN(C(=O)c2ccc([N+](=O)[O-])c(C)c2)C1 (stereo unspecified)	5.8%	1	-8.9	15.9	-4.9%	i	0.2	-8.6%	19.0	714	-0.3%	-0.3%
Cc1cccc(OCc2nnc(SCc3nc4cc(C(F)(F)F)ccc4c(=O)[nH]3)o2)c1	-0.1%	1.1	18.4	-1.1	-6.8%	i	0.5	-12.9%	x	x	1.9%	5.5%
Cc1cccc(NC(=S)N/N=C2/CCCCc3ccccc32)c1	12.2%	1.1	63.2*	51.9*	-2.2%	i	0.5	9.4%	25.3	675	-3.5%	-14.7%

Assay outcomes as filed in PubChem BioAssay.
